MC4R antagonist = human MC4R antagonism in cAMP assay. inhibition, % at 6.5 µM. 360,000 compounds, 0.48% hits. MC4R-expressing cells, MTII-stimulated cAMP, LANCE TR-FRET. AID 540295;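 active = inhibition above its plate's cutoff, the mean of tested wells on that plate plus 3 SD, cut at about 29% in these data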;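 also: 0% = Melanotan II alone and 100% = Melanotan II plus saturating MCL0020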
Target sequence (P32245 whole entry, looked up): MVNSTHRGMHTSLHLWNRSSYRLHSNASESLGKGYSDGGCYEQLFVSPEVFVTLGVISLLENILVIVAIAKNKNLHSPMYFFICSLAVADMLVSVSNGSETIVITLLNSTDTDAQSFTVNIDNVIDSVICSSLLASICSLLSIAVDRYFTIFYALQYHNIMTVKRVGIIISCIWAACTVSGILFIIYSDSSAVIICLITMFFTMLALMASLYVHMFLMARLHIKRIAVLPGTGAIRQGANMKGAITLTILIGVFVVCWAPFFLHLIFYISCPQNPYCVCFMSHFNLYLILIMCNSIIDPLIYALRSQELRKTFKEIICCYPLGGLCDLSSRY
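Material: U2OS-MC4R stable cell line | Reagent: Melanotan II challenge after compound preincubation | Doses: One concentration, 6.5 µM nominal | Incubation: 30-min compound preincubation, 1-h Melanotan II challenge, 1-h detection, room temperature | Signal: TR-FRET cAMP assay | Replicates: One well per compound, no replicates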
aDG glyco up = alpha-DG glycosylation activation | Pro5-aDG cells, alpha-DG glycosylation AlphaScreen (IIH6); 0% Pro5, 100% B10-LARGE cell signal | activation, % at 10 µM | 360,000 compounds, 0.22% hits;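 active = activation of at least 8% versus controls, or a plate z-score of at least 8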;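 also: Pro5 are CHO cells carrying HIG-tagged alpha-DG that lacks glycosylation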
PDI inh = PDI (human) enzyme inhibition; 350,000 compounds, 0.052% hits; PDI insulin aggregation turbidity, A650, 90 min; inhibition, % at 10 µM;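 active = mean inhibition across replicates of 30% or more, whatever share of single replicates reach that level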;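 also: absorbance from insulin aggregation driven by PDI reduction with DTT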
Cardio protect = protects H9c2 cardiomyocytes from peroxide injury. 360,000 compounds, 0.63% hits. protection from H2O2 cell death, % at 20 µM. H2O2 injury protection, ATPLite, 2 h;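 active = compounds giving at least 50% protection of heart cells from peroxide-induced death in the single-dose screen, raw or plate-pattern-corrected value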;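 also: 0% = DMSO wells with peroxide and 100% = DMSO wells without peroxide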
HTR2A ag = activates the mouse 5-HT2A serotonin receptor | AID 624169 | 360,000 compounds, 0.66% hits | activation, % at 7.6 µM | CHO-K1 mHTR2A beta-arrestin complementation, luminescence; percent of 30 µM serotonin response | P35363;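 active = activation above a run cutoff, the mean activation of all tested compounds plus 3 SD, cut at about 14% in these data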;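 also: 0% = plate median of compound wells and 100% = 30 µM serotonin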
Target sequence (P35363 whole entry, looked up): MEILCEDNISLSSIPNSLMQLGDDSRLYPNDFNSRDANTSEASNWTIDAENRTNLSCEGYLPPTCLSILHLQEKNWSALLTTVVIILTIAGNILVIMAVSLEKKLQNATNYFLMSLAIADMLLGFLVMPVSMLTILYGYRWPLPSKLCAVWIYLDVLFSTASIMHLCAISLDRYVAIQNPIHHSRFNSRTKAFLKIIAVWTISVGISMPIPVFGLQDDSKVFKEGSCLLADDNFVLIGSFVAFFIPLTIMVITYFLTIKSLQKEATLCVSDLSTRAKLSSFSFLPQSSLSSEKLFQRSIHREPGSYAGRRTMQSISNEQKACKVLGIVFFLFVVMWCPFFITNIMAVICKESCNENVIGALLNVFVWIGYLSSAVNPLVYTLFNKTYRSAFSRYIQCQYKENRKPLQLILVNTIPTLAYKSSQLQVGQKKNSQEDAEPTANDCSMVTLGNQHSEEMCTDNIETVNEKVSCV
ABCB6 inh MLPCN = inhibitors of human ABC transporter ABCB6; Q9NP58; K562-ABCB6 porphyrin accumulation, flow cytometry, 1 h; active compounds read low; fluorescence ratio to DMSO, % at 10 µM; 360,000 compounds, 0.19% hits; AID 602162;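 active = fluorescence ratio to DMSO below 75%, the collection mean minus 3 SD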;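 also: signal is porphyrin accumulated inside mitochondria; 100% equals median channel fluorescence of DMSO control wells; lower ratio means ABCB6 inhibition with less porphyrin fluorescence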
Vif imaging = HIV Vif inhibition. HEK293T cells, Vif self-association by quenched fluorescence, imaging, 24 h. inhibition, % at 7.49 µM. 340,000 compounds, 0.35% hits; in the data active = inhibition above about 50%, passing the limit was not always enough; also: some results filed as inactive read as strong as hits
CaV13 FRET inh = Primary screen for inhibitors of IQ motif and Ca2+-dependent inactivation inhibitor domain binding in CACNA1D, Förster resonance energy transfer in living cells, …. HEK cells, CFP/YFP FRET ICDI-IQ, plate reader, 10 min; percent FRET-ratio fall versus neutral wells. inhibition, % at 12.3 µM. 340,000 compounds, 0.098% hits;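 active = mean replicate inhibition of at least 30% and at least 1% of replicates passing that level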;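 also: 0% = median of the neutral control wells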
N-glyco inh = N-linked glycosylation inhibition; D54 ERlucT glycosylation luciferase reporter, 24 h; percent of 100 nM tunicamycin response; 360,000 compounds, 0.23% hits; reporter increase, % at 12.5 µM; AID 588692;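 active = mean luciferase reporter signal, scaled so untreated is 0 and the glycosylation-blocking control 100, at or above a set limit in every replicate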;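 also: luciferase carries N-glycosylation sites so blocking glycosylation raises the light; 0% = median of neutral control wells and 100% = median of 100 nM tunicamycin wells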
MC4R ag barr = agonists of human melanocortin 4 receptor (MC4R) beta-arrestin; U2OS MC4R beta-arrestin complementation, luminescence; percent of melanotan II response, DMSO zero; activation, % at 8.9 µM; 360,000 compounds, 0.98% hits; P32245;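 active = activation above a per-plate cutoff, the mean activation of sample wells on that plate plus 3 SD, cut at about 8% in these data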
The depositor's hits bear a star.

`COc1cccc(NC(=O)CSc2nc3ccccc3c(=O)n2CCCC(=O)NCCCN2CCOCC2)c1` gave MC4R antagonist 0, aDG glyco up 0.0, PDI inh 5, Cardio protect 21, HTR2A ag -4, ABCB6 inh MLPCN 98, Vif imaging -5, CaV13 FRET inh -5, N-glyco inh 0 and MC4R ag barr -0.8.
`O=C(CCc1ccccc1)NNC(=O)c1ccc(NC(=O)c2ccccc2)cc1` gave MC4R antagonist 10, aDG glyco up -0.2, PDI inh 2, Cardio protect -8, HTR2A ag 0, ABCB6 inh MLPCN 96, Vif imaging 6, CaV13 FRET inh -7, N-glyco inh -3 and MC4R ag barr 3.5.
O=C(NCC1CCCO1)c1ccc(Cl)c(S(=O)(=O)N2CCCCC2)c1 (stereo not drawn) was read as MC4R antagonist 2, aDG glyco up 0.0, PDI inh 5, Cardio protect -2, HTR2A ag -3, ABCB6 inh MLPCN 96, CaV13 FRET inh -2 and MC4R ag barr -1.9.
Screening COc1cc(CNC2CCCCCC2)cc(OC)c1O returned MC4R antagonist 9, aDG glyco up -0.1, PDI inh -2, Cardio protect 7, HTR2A ag 1, ABCB6 inh MLPCN 97, Vif imaging 5, CaV13 FRET inh -9, N-glyco inh 3 and MC4R ag barr -1.4.
Screening S=C(NCCCc1cnc[nH]1)NCCCN(Cc1ccc(Cl)cc1)c1ccc(Br)cn1 returned MC4R antagonist 7, aDG glyco up 0.4, PDI inh 2, Cardio protect 2, HTR2A ag -7, ABCB6 inh MLPCN 101, Vif imaging 32, CaV13 FRET inh -4, N-glyco inh -4 and MC4R ag barr 5.2.
For CC(C)C(NC(=O)c1ccccc1NC(=O)c1ccccc1)C(=O)NNC(=O)c1ccncc1 (stereo not drawn) the results were MC4R antagonist 0, aDG glyco up -0.2, PDI inh 16, Cardio protect -5, HTR2A ag -2, ABCB6 inh MLPCN 113, Vif imaging 28, CaV13 FRET inh -5, N-glyco inh 4 and MC4R ag barr 1.9.
CC1CC(C)CN(S(=O)(=O)c2ccc(Oc3ccc([N+](=O)[O-])cc3)cc2)C1 (stereo not drawn) was read as MC4R antagonist -3, aDG glyco up 0.4, PDI inh -2, Cardio protect -8, HTR2A ag 2, ABCB6 inh MLPCN 97, Vif imaging 1, CaV13 FRET inh -10, N-glyco inh -6 and MC4R ag barr -1.1.
Screening CC(C)(C)c1ccc(C(=O)NC2CCS(=O)(=O)C2)cc1 (stereo not drawn) returned MC4R antagonist 9, aDG glyco up -0.1, PDI inh 5, Cardio protect 3, HTR2A ag 3, ABCB6 inh MLPCN 98, Vif imaging -9, CaV13 FRET inh -19, N-glyco inh 1 and MC4R ag barr -0.8.
Cc1ccc(C(=O)OCC(=O)Nc2ccc3c(c2)OCO3)cc1S(=O)(=O)N1CCOCC1 was read as MC4R antagonist 5, aDG glyco up -0.4, PDI inh -1, Cardio protect -8, HTR2A ag -5, ABCB6 inh MLPCN 102, Vif imaging 3, CaV13 FRET inh -3, N-glyco inh 1 and MC4R ag barr -1.1.
Screening CCc1cc(-c2nnn(CCC3COCCO3)c2CC)ccc1-c1cn(Cc2ccc3ccccc3c2)nn1 (stereo not drawn) returned MC4R antagonist 19, aDG glyco up 0.6, PDI inh 8, Cardio protect -25, HTR2A ag -3, ABCB6 inh MLPCN 95, Vif imaging -20, CaV13 FRET inh -3, N-glyco inh -1 and MC4R ag barr 0.0.
Screening N#Cc1c(SCC(N)=O)nc2c(c1-c1ccc(O)cc1)CCCC2 returned MC4R antagonist -7, aDG glyco up -0.5, PDI inh -9, Cardio protect 4, HTR2A ag -4, ABCB6 inh MLPCN 97, Vif imaging 7, CaV13 FRET inh -10, N-glyco inh -1 and MC4R ag barr -3.0.
`c1ccc(Nc2nc(-c3ccccn3)cs2)cc1` gave MC4R antagonist -2, aDG glyco up 1.2, PDI inh 5, Cardio protect -17, HTR2A ag -1, ABCB6 inh MLPCN 83, Vif imaging 3, CaV13 FRET inh -4, N-glyco inh -10 and MC4R ag barr -1.2.
O=C(CNC(=O)c1ccc(F)cc1)c1ccc(Cl)cc1 was read as MC4R antagonist 4, aDG glyco up 0.1, PDI inh -3, Cardio protect -4, HTR2A ag 0, ABCB6 inh MLPCN 91, Vif imaging 0, CaV13 FRET inh -4, N-glyco inh -2 and MC4R ag barr -0.3.
`CC(=O)Nc1ccc(NC(=O)CCOc2ccccc2C)cc1` gave MC4R antagonist 4, aDG glyco up -0.2, PDI inh -1, Cardio protect -4, HTR2A ag -6, ABCB6 inh MLPCN 97, Vif imaging 15, CaV13 FRET inh -3, N-glyco inh 0 and MC4R ag barr -1.6.
`CCCOc1ccc(C(=O)N2CCN(Cc3ccc4c(c3)OCO4)CC2)cc1` gave MC4R antagonist 5, aDG glyco up 0.1, PDI inh -1, Cardio protect -4, HTR2A ag -1, ABCB6 inh MLPCN 95, Vif imaging -3, CaV13 FRET inh 4, N-glyco inh -4 and MC4R ag barr -2.1.
Cc1ccccc1CS(=O)(=O)c1ncc(Cl)c(C(=O)Nc2ccc(F)cc2)n1 was read as MC4R antagonist 42*, aDG glyco up -0.3, PDI inh -7, Cardio protect -15, HTR2A ag -9, ABCB6 inh MLPCN 36*, Vif imaging -10, CaV13 FRET inh -16, N-glyco inh -9 and MC4R ag barr -3.4.
NC(=O)C1CC(=O)N(c2ccc(OCC(=O)Nc3ccccc3F)cc2)C1 (stereo not drawn) was read as MC4R antagonist 11, aDG glyco up -0.1, PDI inh 5, Cardio protect 0, HTR2A ag -3, ABCB6 inh MLPCN 101, Vif imaging 1, CaV13 FRET inh -5, N-glyco inh -1 and MC4R ag barr -1.9.
CCOc1cc(C2C(C(=O)c3ccco3)=C(O)C(=O)N2CCc2ccccc2)ccc1O (stereo not drawn) was read as MC4R antagonist -8, aDG glyco up -0.1, PDI inh 0, Cardio protect 2, HTR2A ag -1, ABCB6 inh MLPCN 92, Vif imaging 14, CaV13 FRET inh -5, N-glyco inh 0 and MC4R ag barr -1.8.
For COCCNC(=S)N1CCc2cc(OC)c(OC)cc2C1COc1ccc(F)cc1 (stereo not drawn) the results were MC4R antagonist 10, aDG glyco up 0.0, PDI inh 2, Cardio protect 22, HTR2A ag -2, ABCB6 inh MLPCN 97, Vif imaging 0, CaV13 FRET inh -6, N-glyco inh -3 and MC4R ag barr 0.5.
Screening OCC1OC(Nc2ccccc2C=NO)C(O)C1O (stereo not drawn) returned MC4R antagonist 5, aDG glyco up 0.1, PDI inh -3, Cardio protect 1, HTR2A ag 9, ABCB6 inh MLPCN 100, Vif imaging 11, CaV13 FRET inh -8, N-glyco inh 0 and MC4R ag barr -0.7.

Arranged by length of the SMILES (descending): some entries from above.
`CCCOc1ccc(C(=O)N2CCN(Cc3ccc4c(c3)OCO4)CC2)cc1` gave MC4R antagonist 5, aDG glyco up 0.1, PDI inh -1, Cardio protect -4, HTR2A ag -1, ABCB6 inh MLPCN 95, Vif imaging -3, CaV13 FRET inh 4, N-glyco inh -4 and MC4R ag barr -2.1.
`CC(=O)Nc1ccc(NC(=O)CCOc2ccccc2C)cc1` gave MC4R antagonist 4, aDG glyco up -0.2, PDI inh -1, Cardio protect -4, HTR2A ag -6, ABCB6 inh MLPCN 97, Vif imaging 15, CaV13 FRET inh -3, N-glyco inh 0 and MC4R ag barr -1.6.
`c1ccc(Nc2nc(-c3ccccn3)cs2)cc1` gave MC4R antagonist -2, aDG glyco up 1.2, PDI inh 5, Cardio protect -17, HTR2A ag -1, ABCB6 inh MLPCN 83, Vif imaging 3, CaV13 FRET inh -4, N-glyco inh -10 and MC4R ag barr -1.2.

Other results follow:
Screening CSc1ccc(NC(=O)Nc2ccc(C(=O)NCC(=O)O)cc2)cc1 returned MC4R antagonist 0, aDG glyco up 0.1, PDI inh 11, Cardio protect 1, HTR2A ag -3, ABCB6 inh MLPCN 101, Vif imaging -1, CaV13 FRET inh -4, N-glyco inh 2 and MC4R ag barr -1.3.
Screening Cc1ccc(OCC(=O)Nc2cc(S(=O)(=O)N3CCCCC3)ccc2C)c([N+](=O)[O-])n1 returned MC4R antagonist 16, aDG glyco up 0.2, PDI inh -6, Cardio protect -7, HTR2A ag 5, ABCB6 inh MLPCN 91, Vif imaging -4, CaV13 FRET inh -5, N-glyco inh -1 and MC4R ag barr -1.0.
CCC(Oc1ccc(Br)cc1Cl)C(=O)Nc1nnc(C2CC2)s1 (stereo not drawn) was read as MC4R antagonist 22, aDG glyco up 0.0, PDI inh 2, Cardio protect 0, HTR2A ag 7, ABCB6 inh MLPCN 96, Vif imaging -4, N-glyco inh 0 and MC4R ag barr -0.6.
Screening CCCn1c(NC(=O)c2ccc([N+](=O)[O-])o2)nc2ccccc21 returned MC4R antagonist 9, aDG glyco up 0.5, PDI inh -2, Cardio protect 36, HTR2A ag -6, ABCB6 inh MLPCN 114, Vif imaging -5, CaV13 FRET inh -4, N-glyco inh 9 and MC4R ag barr -3.2.
Screening CC(=O)Nc1nc2ccc(NC(=O)c3ccco3)cc2s1 returned MC4R antagonist -2, aDG glyco up 0.1, PDI inh 3, Cardio protect 1, HTR2A ag 3, ABCB6 inh MLPCN 86, Vif imaging 0, CaV13 FRET inh 0, N-glyco inh 1 and MC4R ag barr -0.6.
Cc1ccc(S(=O)(=O)N2CCN(CC(O)CN3CCOCC3)CC2)cc1 (stereo not drawn) was read as MC4R antagonist 5, aDG glyco up 0.0, PDI inh 1, Cardio protect 2, HTR2A ag 10, ABCB6 inh MLPCN 99, CaV13 FRET inh -7, N-glyco inh 1 and MC4R ag barr -0.5.
For CCOC(=O)C(C(=O)OCC)C(CC(=O)C1CC1)c1ccccc1 (stereo not drawn) the results were MC4R antagonist 10, aDG glyco up 0.0, PDI inh 19, Cardio protect 4, HTR2A ag 1, ABCB6 inh MLPCN 100, Vif imaging 1, CaV13 FRET inh -6, N-glyco inh 3 and MC4R ag barr -1.3.
Screening CC(C)C(=O)N1c2ccccc2NC2=C(C(=O)CCC2)C1c1ccc(N(C)C)cc1 (stereo not drawn) returned MC4R antagonist -1, aDG glyco up -0.2, PDI inh 13, Cardio protect -1, HTR2A ag -3, ABCB6 inh MLPCN 98, Vif imaging 29, CaV13 FRET inh -4, N-glyco inh 0 and MC4R ag barr 0.0.
Screening Cc1ccc2[nH]c3c(=O)n(CC(=O)N4CC(C)CC(C)C4)ncc3c2c1 (stereo not drawn) returned MC4R antagonist -3, aDG glyco up -0.2, PDI inh 1, Cardio protect 12, HTR2A ag -4, ABCB6 inh MLPCN 103, Vif imaging 8, CaV13 FRET inh -6, N-glyco inh 3 and MC4R ag barr -1.2.
`Cc1cccc(C(=O)OCN2C(=O)c3ccccc3C2=O)c1[N+](=O)[O-]` gave MC4R antagonist 7, aDG glyco up 0.1, PDI inh 1, Cardio protect 24, HTR2A ag 10, ABCB6 inh MLPCN 98, Vif imaging -6, CaV13 FRET inh -2, N-glyco inh 2 and MC4R ag barr -4.8.
For O=C(OCc1ccccc1)c1cn(-c2ccccc2)nc1-c1ccncc1 the results were MC4R antagonist 12, aDG glyco up -0.1, PDI inh 0, Cardio protect 14, HTR2A ag -3, ABCB6 inh MLPCN 94, Vif imaging -2, CaV13 FRET inh -4, N-glyco inh -2 and MC4R ag barr 1.2.

Random draw from the library (roughly 3.6% active in at least one column).
